Bioassay records deposited in PubChem by Fisher Drug Discovery Resource Center.
mcGAS MS inh: inhibitors of mouse cGAS | 130,000 compounds, 0.18% hits | inhibition, % at 12.5 µM | recombinant mouse cGAS, cGAMP by RapidFire MS | Q8C6L5 | AID 1259397;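 active = inhibition of cGAS enzyme activity at or above 60%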;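 also: enzyme stimulated by 45 bp dsDNA with ATP and GTP substrates; cGAMP share of summed cGAMP plus half ATP and half GTP signals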
Target sequence (Q8C6L5 whole entry, looked up): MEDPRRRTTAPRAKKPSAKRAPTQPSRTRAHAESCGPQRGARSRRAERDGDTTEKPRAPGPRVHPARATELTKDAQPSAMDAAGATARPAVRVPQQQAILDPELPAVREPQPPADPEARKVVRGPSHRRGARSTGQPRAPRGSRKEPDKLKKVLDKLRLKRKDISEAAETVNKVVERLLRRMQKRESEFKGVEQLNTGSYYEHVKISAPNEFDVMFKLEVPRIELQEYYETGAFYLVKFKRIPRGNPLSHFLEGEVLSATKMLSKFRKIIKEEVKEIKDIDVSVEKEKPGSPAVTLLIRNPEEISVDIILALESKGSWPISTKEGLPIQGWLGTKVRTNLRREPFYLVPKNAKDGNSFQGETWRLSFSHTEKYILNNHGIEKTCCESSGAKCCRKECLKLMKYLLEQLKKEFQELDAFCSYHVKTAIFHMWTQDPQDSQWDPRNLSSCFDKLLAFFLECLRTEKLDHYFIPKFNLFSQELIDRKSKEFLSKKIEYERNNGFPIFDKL
Starred values were filed as active, the others as inactive. Not all compounds are listed; count on the stated rates, not on these rows.

| Compound | mcGAS MS inh |
| --- | --- |
| COC(=O)C1=C(C)N=c2s/c(=C/c3ccccc3)c(=O)n2C1c1ccc(OC(C)=O)cc1 (configuration not stated) | -1.9 |
| CCCS(=O)(=O)NC(=O)C1(C)CCN1C(=O)Cc1ccccc1 (configuration not stated) | -6.6 |
| N#Cc1ccsc1NC(=O)CCCC(=O)O | -0.6 |
| O=C(C1CCCCC1)N1CCC(NS(=O)(=O)Cc2ccc(F)cc2)CC1 | -1.0 |
| C=C1C2(C(=O)N3CCC(COC)C3)CCC(C2)C1(C)C (configuration not stated) | -26.3 |
| Cc1ccccc1NC(=O)Cn1cc(S(=O)(=O)c2ccc(F)cc2)c(=O)c2cc3c(cc21)OCO3 | -8.2 |
| CN1OC(C)(CC(=O)N2CCOCC2)N=C1c1cccc(-c2ccccc2)c1 (configuration not stated) | -10.0 |
| Cc1cc(=O)oc(C)c1C(=O)NCCN(C)C | -2.4 |
| CC(Oc1cccc(-c2ccc3c(c2)OCCO3)c1)C(N)=O (configuration not stated) | -37.8 |
| CCCc1cc(=O)[nH]c(SCc2nc(-c3cccs3)no2)n1 | -2.8 |
| Cc1csc(CCNC(=O)C2CC2c2ccc(Cl)cc2)n1 (configuration not stated) | -17.2 |

In the list so far, these contain nitrogen in an aromatic ring:
| Compound | mcGAS MS inh |
| --- | --- |
| COC(=O)C1=C(C)N=c2s/c(=C/c3ccccc3)c(=O)n2C1c1ccc(OC(C)=O)cc1 (configuration not stated) | -1.9 |
| Cc1ccccc1NC(=O)Cn1cc(S(=O)(=O)c2ccc(F)cc2)c(=O)c2cc3c(cc21)OCO3 | -8.2 |
| CCCc1cc(=O)[nH]c(SCc2nc(-c3cccs3)no2)n1 | -2.8 |
| Cc1csc(CCNC(=O)C2CC2c2ccc(Cl)cc2)n1 (configuration not stated) | -17.2 |
